Screening data deposited in PubChem BioAssay by several laboratories.
Granule exo inh = blocks lytic granule exocytosis; inhibition, % at 10 µM; TALL-104 LAMP-1 surface exposure, flow cytometry; cells stimulated with thapsigargin and PMA; hit rate 0.66% among 360,000;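 active means inhibition above about 55%, limit read from the data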
Cardio protect = modulators protecting cardiomyocytes from myocardial damage; protection from H2O2 cell death, % at 20 µM; hit rate 0.63% among 360,000; H9c2 cardiomyocytes, H2O2 injury protection, ATPLite, 2 h; AID 588492;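 active means compounds giving at least 50% protection of heart cells from peroxide-induced death in the single-dose screen, raw or plate-pattern-corrected value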;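 further: 0% = DMSO wells with peroxide and 100% = DMSO wells without peroxide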
MC4R ag barr = agonists of human melanocortin 4 receptor (MC4R) beta-arrestin. U2OS MC4R beta-arrestin complementation, luminescence; percent of melanotan II response, DMSO zero. activation, % at 8.9 µM. hit rate 0.98% among 360,000. AID 540308;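 active means activation above a per-plate cutoff, the mean activation of sample wells on that plate plus 3 SD, cut at about 8% in these data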
Target sequence (P32245 whole entry, looked up): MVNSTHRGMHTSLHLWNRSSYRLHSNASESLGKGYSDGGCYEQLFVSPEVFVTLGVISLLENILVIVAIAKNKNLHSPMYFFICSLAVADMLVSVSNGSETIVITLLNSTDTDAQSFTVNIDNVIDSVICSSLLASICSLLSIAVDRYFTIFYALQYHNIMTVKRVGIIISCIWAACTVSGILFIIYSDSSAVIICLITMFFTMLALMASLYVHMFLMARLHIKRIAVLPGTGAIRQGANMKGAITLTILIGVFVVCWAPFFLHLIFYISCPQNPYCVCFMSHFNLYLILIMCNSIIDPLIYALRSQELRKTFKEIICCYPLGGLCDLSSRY
ABHD5 PLIN5 PPI = blocks binding of human ABHD5 to perilipin-5 | Split G. princeps luciferase complementation, luminescence, 4 h | hit rate 0.78% among 360,000 | inhibition, % at 4 µM | Q00G26+Q8WTS1 | AID 602281;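 active means inhibition above the mean inhibition across every tested compound plus 3 SD, cut at about 22% in these data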;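 further: 0% = DMSO only wells and the 100% control is not disclosed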
MC4R antag cAMP = human MC4R antagonism in cAMP assay. P32245. inhibition, % at 6.5 µM. hit rate 0.48% among 360,000. MC4R-expressing cells, MTII-stimulated cAMP, LANCE TR-FRET;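 active means inhibition above its plate's cutoff, the mean of tested wells on that plate plus 3 SD, cut at about 29% in these data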;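 further: 0% = Melanotan II alone and 100% = Melanotan II plus saturating MCL0020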
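Material: U2OS-MC4R stable cell line | Reagent: Melanotan II challenge after compound preincubation | Doses: One concentration, 6.5 µM nominal | Incubation: 30-min compound preincubation, 1-h Melanotan II challenge, 1-h detection, room temperature | Signal: TR-FRET cAMP assay | Replicates: One well per compound, no replicates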
m5-HT2A agonist = agonists of mouse serotonin 5-HT2A receptor (HTR2A). P35363. CHO-K1 mHTR2A beta-arrestin complementation, luminescence; percent of 30 µM serotonin response. activation, % at 7.6 µM. hit rate 0.66% among 360,000;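 active means activation above a run cutoff, the mean activation of all tested compounds plus 3 SD, cut at about 14% in these data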;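 further: 0% = plate median of compound wells and 100% = 30 µM serotonin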
Target sequence (P35363 whole entry, looked up): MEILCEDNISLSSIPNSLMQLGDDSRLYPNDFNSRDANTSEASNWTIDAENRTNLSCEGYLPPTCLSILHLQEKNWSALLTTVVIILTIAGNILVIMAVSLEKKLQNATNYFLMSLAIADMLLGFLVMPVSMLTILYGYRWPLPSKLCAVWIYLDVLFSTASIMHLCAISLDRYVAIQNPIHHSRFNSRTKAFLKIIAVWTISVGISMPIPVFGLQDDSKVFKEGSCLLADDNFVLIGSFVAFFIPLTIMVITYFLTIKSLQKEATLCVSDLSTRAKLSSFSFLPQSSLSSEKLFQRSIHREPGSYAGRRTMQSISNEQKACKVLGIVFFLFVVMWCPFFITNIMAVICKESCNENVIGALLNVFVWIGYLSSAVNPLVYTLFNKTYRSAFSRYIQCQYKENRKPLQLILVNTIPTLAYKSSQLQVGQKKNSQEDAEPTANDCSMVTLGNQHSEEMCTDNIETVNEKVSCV
ABCB6 inh 2 = inhibitors of human ABC transporter ABCB6; Q9NP58; K562-ABCB6 porphyrin accumulation, flow cytometry, 1 h; stronger effect = lower value; fluorescence ratio to DMSO, % at 10 µM; hit rate 0.19% among 360,000; AID 602162;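 active means fluorescence ratio to DMSO below 75%, the collection mean minus 3 SD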;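 further: signal is porphyrin accumulated inside mitochondria; 100% equals median channel fluorescence of DMSO control wells; lower ratio means ABCB6 inhibition with less porphyrin fluorescence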
Glyco luc inh = blocks N-linked glycosylation in D54 reporter cells. D54 ERlucT glycosylation luciferase reporter, 24 h; percent of 100 nM tunicamycin response. reporter increase, % at 12.5 µM. hit rate 0.23% among 360,000;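 active means mean luciferase reporter signal, scaled so untreated is 0 and the glycosylation-blocking control 100, at or above a set limit in every replicate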;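 further: luciferase carries N-glycosylation sites so blocking glycosylation raises the light; 0% = median of neutral control wells and 100% = median of 100 nM tunicamycin wells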
hiPSC survival = enhancers of human iPSC single-cell survival; hiPSC single-cell survival, ATPlite luminescence; 100% = ROCK inhibitor wells, 0% = DMSO; survival enhancement, % at 20 µM; hit rate 0.044% among 360,000; in the data active means survival enhancement above about 18%;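 further: cells exposed to compounds for 16 hours before the ATP read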
aDG glyco up = increases alpha dystroglycan glycosylation; Pro5-aDG cells, alpha-DG glycosylation AlphaScreen (IIH6); 0% Pro5, 100% B10-LARGE cell signal; activation, % at 10 µM; hit rate 0.22% among 360,000; AID 624168;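 active means activation of at least 8% versus controls, or a plate z-score of at least 8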;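 further: Pro5 are CHO cells carrying HIG-tagged alpha-DG that lacks glycosylation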
* hit, by the source's call; . = not tested or not shown.

Below each compound – ABCB6 inh 2	m5-HT2A agonist	Granule exo inh	MC4R antag cAMP	MC4R ag barr	aDG glyco up	hiPSC survival	Cardio protect	ABHD5 PLIN5 PPI	Glyco luc inh
1: Cc1cc(F)ccc1-c1cc(C(=O)NCc2ccco2)[nH]n1
→ 97	-6	10	7	-2.3	0.4	0.5	-2	0	1
2: CCOC(=O)C1CCN(S(=O)(=O)c2cccc(-c3cn4cc(C)ccc4n3)c2)CC1
→ 91	4	-7	5	3.2	0.5	-1.2	-25	-3	-1
3: Cc1nn(-c2ccccc2Cl)c(Cl)c1/C=C(\C#N)C(N)=O
→ 96	7	-1	9	-1.7	0.1	0.9	-9	8	5
4: O=C(COC(=O)CNC(=O)c1ccc(Cl)cc1)Nc1cccc(S(=O)(=O)N2CCCC2)c1
→ 100	-3	-3	0	-0.4	-0.2	0.0	-14	2	0
5: Cc1ccc2c(Cl)c(C(=O)N/N=C/c3cccn3C)sc2c1
→ 105	4	-1	-3	0.1	-0.1	-1.5	0	0	18
6: COC(=O)C1=C(C)N(c2cc(C)cc(C)c2)/C(=C/c2ccc(O)cc2)C1=O
→ 99	5	3	-1	-2.2	1.2	1.0	0	10	2
7: COc1ccc(C(=O)CC(C#N)c2ccc3c(c2)OCO3)cc1OC (stereo not drawn)
→ 94	-3	0	2	-1.5	-0.1	2.8	6	0	-1
8: COC(=O)c1ccc(NC(=O)C(=O)N2CCN(C(=S)Nc3cccc(OC)c3)CC2)cc1
→ 101	4	0	13	-1.1	0.3	-0.4	-3	-3	0
9: CCCCn1nc2cc(C(=O)NCC3CC3)ccc2c1OCC
→ 95	-3	-5	6	0.6	-0.1	-0.3	2	9	-1
10: Cc1sc(NC(=O)c2ccccc2)c(C(=O)c2ccccc2)c1C
→ 97	-6	1	11	-0.8	-0.1	-0.9	-8	-12	-2
11: C(=N\n1cncn1)/c1ccc(N2CCOCC2)cc1
→ 93	6	-2	-3	1.1	-0.1	-2.1	-3	10	3
12: CCN(CCn1cccn1)C(=O)c1cc(COc2ccccc2SC)on1
→ 100	7	2	3	-1.2	0.2	0.3	4	3	-5
13: CC(=O)Nc1ccc(S(=O)(=O)Oc2ccc(C=O)cc2)cc1
→ 87	2	2	2	1.4	-0.2	0.2	0	4	0
14: COC(=O)c1ccc([C@@H]2C[C@H]3CN(Cc4cccnc4)C(=O)[C@]34CCCN24)cc1
→ 93	-3	-5	-2	-2.9	0.7	-1.2	0	-1	1
15: O=C(O)c1cccc(Br)c1
→ 99	0	-6	6	-1.9	0.2	-1.4	-3	8	2
16: Cc1ccc(NC(=O)N2CCSc3ccccc32)cc1
→ 98	1	1	2	0.0	0.1	1.8	-4	-6	0
17: CCOc1ccc(NC(=O)CN2CCN(CC(=O)Nc3cccc(F)c3)CC2)cc1
→ 92	-3	1	16	-0.8	0.0	-3.2	-4	7	0
18: CC(=NNC(=O)c1ccncc1)c1ccc(Cl)cc1Cl
→ 97	-2	0	1	-0.6	0.1	-4.2	3	-6	1
19: COc1ccc(N2CCN(C(=O)CSc3nnc(Cn4nnc5ccccc54)n3C)CC2)cc1
→ 103	2	2	4	0.0	0.0	1.7	-3	1	0
20: COC(=O)C1=C(C)N(C)C(=O)/C1=C\c1cccs1
→ 95	0	-4	-22	-2.3	-0.3	1.1	1	6	5
21: Cc1cccc(C(=O)Nc2ccc(C(=O)N/N=C/c3ccco3)cc2)c1
→ 100	-1	-2	-3	-0.4	-0.1	4.1	15	2	-1
22: Cc1ccc(C(=O)C=CC=Cc2ccccc2)cc1
→ 99	7	-2	-2	-1.3	0.9	-1.2	-14	9	-3
23: COc1cc(Cl)ccc1OCc1cc(C(=O)N2CCCCC2c2cccnc2)no1 (stereo not drawn)
→ 101	-6	13	2	-2.9	0.0	0.9	-1	2	2
24: Cc1ccc(-c2nc(CN(Cc3cnn(C)c3)C(C)C)c(C)o2)o1
→ 102	-1	2	19	-2.4	-0.3	0.6	4	0	-2
25: CCCCN1C(=O)C(NC(=O)c2cccnc2)(C(F)(F)F)C2=C1CC(C)(C)CC2=O (stereo not drawn)
→ 99	-1	1	-1	-1.3	-0.4	1.5	-2	-3	3
26: CCOc1ccccc1Nc1ccc(C(=O)O)cc1NC(C)=O
→ 110	4	4	-2	-1.9	0.3	-1.8	-4	-6	2
27: COc1cc2c3nnc(-c4ccccc4)c-3cn(Cc3ccc(F)cc3)c2cc1OC
→ 100	32*	7	0	-2.4	-0.2	-3.1	-9	13	-9
28: CCc1ccc(/C=C2\SC(=S)N(CCCC(=O)N3CCCC3)C2=O)cc1
→ 103	5	6	-6	1.0	1.7	-0.9	-11	2	4
29: CCOc1cc(S(=O)(=O)Nc2ccncc2)ccc1F
→ 97	2	0	-2	-0.9	-0.1	-0.6	-1	-1	2
30: C/C(Cc1ccccc1)=N\NC(=O)CNC(=O)COc1cccc(C)c1
→ 98	-1	8	11	-0.3	0.0	-0.6	0	4	2
31: Cc1csc(NC(=O)c2cccs2)n1
→ 97	6	1	6	0.9	-0.2	-3.1	3	1	0
32: CCOC(=O)COc1nc(N(C)C)nc(N(C)C)n1
→ 94	-1	-1	0	-1.1	-0.4	4.0	11	-3	1
33: O=C(Cc1ccccc1)Nc1ncnc2c1C(c1ccccc1)c1c(ccc3ccccc13)O2 (stereo not drawn)
→ 95	1	6	20	4.0	0.2	1.4	10	-2	-9
34: CCc1cnc(Nc2nc(C(N)c3ccccc3Cl)cs2)nc1 (stereo not drawn)
→ 99	0	0	11	2.5	-0.2	-3.4	3	-5	-3
35: Cc1ccc(CN2CCN(Cc3cnn(-c4ccc(Cl)cc4)c3)CC2CCO)o1 (stereo not drawn)
→ 95	-5	-1	-1	-1.3	-0.2	-0.5	1	5	-1
36: COc1ccc(NS(=O)(=O)c2cc(N)ccc2N2CCCC2)cc1
→ 102	7	0	-1	-1.1	-1.0	0.8	-3	-2	3
37: Cc1cc(C)n(C(=O)Cn2nc(C)c(Br)c2C)n1
→ 100	0	7	1	-2.6	0.0	-0.7	9	-2	2
38: Cn1c(=O)n(Cc2ccccc2F)c(=O)c2c1nc1n2CCCN1CCc1ccccc1
→ 91	6	-2	12	0.3	0.0	1.4	-2	14	0
39: O=C(Cc1ccccc1F)Nc1cc(S(=O)(=O)N2CCOCC2)ccc1N1CCCC1
→ 91	1	-5	8	0.1	2.1	2.3	4	1	2
40: CCCCCCCCCc1nc2sc3c(c2c(=O)n1NC(=O)c1ccccc1[N+](=O)[O-])CC(C)(C)OC3
→ 110	1	1	7	-0.4	0.5	0.0	-13	-7	-4
41: O=C(CSc1nnnn1Cc1ccccc1)c1ccc(F)cc1
→ 96	-6	-4	12	-1.5	0.3	0.0	4	0	-3
42: CN(Cc1cn(Cc2ccc(Cl)cc2)nn1)C1CN(Cc2cn(Cc3ccc(Cl)cc3)nn2)S(=O)(=O)C1 (stereo not drawn)
→ 87	-3	5	.	.	-0.1	-0.5	.	0	.
43: COc1ccc(C2C(C(N)=O)=C(C)Nc3nc(-c4cccc(Cl)c4)nn32)cc1OC (stereo not drawn)
→ 96	2	0	-4	-3.0	-0.3	-1.8	6	2	14
44: O=C(NCc1ccccn1)Nc1ccccc1C(F)(F)F
→ 104	-2	-7	-2	1.2	0.4	-0.4	-4	10	0
45: CCc1nnc(NC(=O)CSc2nc(-c3ccc(F)cc3)cc(-c3ccccc3)c2C#N)s1
→ 99	4	-9	-3	-3.1	-0.1	4.6	-2	5	-4
46: COc1ccc(C(=O)/C=C/c2ccc(C)cc2)c(OC(=O)c2ccc([N+](=O)[O-])cc2)c1
→ 96	0	-2	-4	-1.5	0.1	-0.7	-8	3	2
47: COc1cccc(C2=NOC(C(=O)Nc3cccnc3Cl)C2)c1 (stereo not drawn)
→ 99	-4	-2	12	-1.6	0.3	2.1	-2	-2	1
48: COc1ccc(-c2nc3c(c(=O)[nH]c(=O)n3Cc3ccccc3)n2CCO)cc1
→ 98	-10	-5	-2	-0.9	-0.1	-0.5	1	-3	3
49: COC(=O)C1=CN(CC2CCCO2)C=C(C(=O)OC)C1c1ccccc1C(F)(F)F (stereo not drawn)
→ 92	1	-1	5	0.5	0.4	-1.7	3	-2	3
50: C/C(=N/NC(=O)Nc1ccccc1)c1ccc(C)cc1
→ 99	-3	0	2	11*	0.1	0.7	0	9	3
51: CC(c1nccs1)N(C)C(=O)c1ccc(OC2CCN(CCc3ccccc3)CC2)cc1 (stereo not drawn)
→ 96	-9	-2	-2	-0.7	3.0	-0.6	-3	-5	-1
52: CCC(C)c1ccc(S(=O)(=O)N2CCN(C(=O)CN3C(=O)NC(C)(C4CC4)C3=O)CC2)cc1 (stereo not drawn)
→ 96	1	-4	16	-0.2	0.5	-3.0	1	-6	1
53: CCOC(=O)C1Cc2c([nH]c3ccccc23)CN1 (stereo not drawn)
→ 95	-3	0	2	-1.0	-0.2	1.6	1	3	0
54: O=S(=O)(c1ccccc1)N1CCC2(CC1)OCCN2S(=O)(=O)c1cccs1
→ 98	8	12	9	-1.0	0.1	1.3	-5	-1	-3
55: COc1cccc(N2CCN(Cc3nc4scc(-c5ccccc5)c4c(=O)[nH]3)CC2)c1
→ 88	-4	8	-4	-3.0	-0.2	-0.1	-9	0	11
56: COC(=O)c1ccc2c(=O)n(CC3CCCO3)c(SCC(=O)NCCc3ccc(S(N)(=O)=O)cc3)nc2c1 (stereo not drawn)
→ 99	-4	1	12	-5.7	-0.3	3.1	6	-5	1
